RXFP1 antag – qHTS Assay for Antagonists of the Relaxin Receptor RXFP1; Relaxin receptor 1 (Homo sapiens), Q9HBX9; HEK293-RXFP1, relaxin-stimulated cAMP HTRF, 30 min; stronger effect = lower value; activity change, negative = inhibition, % at 57.5 µM; 0.59% of 350,000 active; AID 1259400, 2018;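 active = activity change of -60% or lower, but not beyond a set lower limit; inconclusive = change between -60% and -40%, or beyond the set limit; inactive = change above -40%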; also: % is scaled to controls: 0 for no effect and ±100 for the full control effect
BLM inh – qHTS Assay for Inhibitors of Bloom's syndrome helicase (BLM) | RecQ-like DNA helicase BLM (Homo sapiens), P54132 | recombinant BLM DNA unwinding, fluorescence dequenching | Potency, µM (doses to about 56.1 µM), for inactives: at the highest dose activity change, negative = inhibition, usual class: inhibitors | 0.2% of 350,000 active;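 also: potency is read from the fitted curve at half-maximal effect; plate controls were vehicle for no effect and no enzyme for full effect; nearly all actives have a fitted effect of over 35% in size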
POLK inh – qHTS for Inhibitors of Polymerase Kappa; DNA polymerase kappa (Homo sapiens), Q9UBT6; purified Pol kappa, fluorescent DNA synthesis assay, 10 min; Potency, µM (highest dose often 107 µM), inactives show at the top dose activity, negative = inhibition, usual class: inhibitors; 0.53% of 400,000 active; AID 588579, 2011; also: potency is read from the fitted curve at half-maximal effect; % is scaled to controls: 0 for no effect and ±100 for the full control effect
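Pol kappa 10 nM + cpd, 15 min RT; start w/ substrate 50 nM final; fluorescence kinetic read, 0 and 10 min. Neg ctrl: buffer, no enzyme.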
Pol eta inh – qHTS for Inhibitors of Polymerase Eta. DNA polymerase eta (Homo sapiens), Q9Y253. recombinant Pol eta, fluorescent DNA replication assay. Potency, µM (top dose mostly 114 µM), without a hit: at the top dose activity change, negative = inhibition, most hits filed as inhibitors. 1.2% of 390,000 active. AID 588591, 2011; also: potency is read from the fitted curve at half-maximal effect; % is scaled to controls: 0 for no effect and ±100 for the full control effect
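Pol eta (10 nM) was preincubated with compounds for 15 min at room temperature, after which fluorescent replication substrate (50 nM final) was added to start the reaction. Fluorescence was read kinetically at 0 and 10 min.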
POLB inh – qHTS Assay for Inhibitors of DNA Polymerase Beta. P06746. Pol beta primer extension/strand displacement, fluorescence kinetic. Potency, µM (doses to about 114 µM), without a hit: at the highest dose activity change, negative = inhibition, most hits filed as inhibitors. 1.3% of 340,000 active. AID 485314, 2010; also: potency is read from the fitted curve at half-maximal effect; % is scaled to controls: 0 for no effect and ±100 for the full control effect
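Values derive from four-parameter Hill fits of normalized kinetic data: reads at 0 and 10 min following addition of 50 nM substrate to 10 nM Pol beta preincubated 15 min with compound.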
POLI inh – qHTS for Inhibitors of Polymerase Iota; Potency, µM (titrated, usually from 115 µM), for the others: at the highest dose activity, negative = inhibition, actives largely listed as inhibitors; AID 588590, 2011; Pol iota fluorescent replication assay, 10 min; 1% of 390,000 active; also: potency is read from the fitted curve at half-maximal effect
Target sequence (Q9UNA4 whole entry, looked up): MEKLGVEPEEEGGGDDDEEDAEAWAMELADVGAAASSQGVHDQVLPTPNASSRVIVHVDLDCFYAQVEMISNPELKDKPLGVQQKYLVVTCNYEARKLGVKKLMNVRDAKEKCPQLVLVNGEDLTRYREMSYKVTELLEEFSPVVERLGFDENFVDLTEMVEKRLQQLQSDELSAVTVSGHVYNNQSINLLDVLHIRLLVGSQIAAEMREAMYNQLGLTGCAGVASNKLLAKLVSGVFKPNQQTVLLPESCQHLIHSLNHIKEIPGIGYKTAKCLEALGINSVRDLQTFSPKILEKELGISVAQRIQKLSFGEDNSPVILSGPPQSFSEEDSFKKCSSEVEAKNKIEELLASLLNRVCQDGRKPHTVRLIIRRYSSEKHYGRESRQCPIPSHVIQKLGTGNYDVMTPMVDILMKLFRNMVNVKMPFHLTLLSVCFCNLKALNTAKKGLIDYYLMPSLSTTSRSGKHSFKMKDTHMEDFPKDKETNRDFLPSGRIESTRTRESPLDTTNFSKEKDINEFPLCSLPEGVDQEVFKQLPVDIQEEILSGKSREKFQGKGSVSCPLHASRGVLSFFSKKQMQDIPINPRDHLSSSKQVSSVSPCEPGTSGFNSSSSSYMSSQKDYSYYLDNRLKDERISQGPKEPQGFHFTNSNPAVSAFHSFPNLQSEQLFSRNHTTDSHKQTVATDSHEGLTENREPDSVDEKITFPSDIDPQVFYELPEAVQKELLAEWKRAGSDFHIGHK
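Fluorescent replication assay read twice, at 0 min and 10 min after adding 50 nM (final) substrate. Enzyme (10 nM) and compounds were first incubated 15 min at room temperature; enzyme-free buffer wells were negative controls.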
APE1 inh – qHTS Assay for Inhibitors of the Human Apurinic/apyrimidinic Endonuclease 1 (APE1) | 0.35% of 350,000 active | Potency, µM (highest dose often 65.8 µM), for the others: top-dose activity change, negative = inhibition, actives largely listed as inhibitors | AID 2517, 2012 | DNA repair nuclease/redox regulator APEX1 (Homo sapiens), P27695 | recombinant APE1, TAMRA/BHQ-2 abasic DNA cleavage fluorescence;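 also: potency is read from the fitted curve at half-maximal effect; plate controls were vehicle for no effect and reference inhibitor for full effect; nearly all actives have a fitted effect of over 55% in size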
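0.75 nM APE1 + cpd, 15 min RT; start w/ 50 nM TAMRA/BHQ-2 THF-abasic dsDNA; kinetic fluor 525/598 nm ×3 reads @60 s; Δ(read3−read1); normalized to DMSO and NSC13755 control wells.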
Apoferritin bind – qHTS Assay for Identification of Novel General Anesthetics. Ferritin light chain (Equus caballus), P02791. apoferritin/1-aminoanthracene competitive binding, fluorescence. Potency, µM (highest dose often 77.5 µM), for the others: at the top dose activity change, negative = displacement, actives largely listed as inhibitors. 0.074% of 350,000 active; also: potency is read from the fitted curve at half-maximal effect; % is scaled to controls: 0 for no effect and ±100 for the full control effect; nearly all actives have a fitted effect of over 20% in size
Target sequence (P02791 2-175 limits assumed): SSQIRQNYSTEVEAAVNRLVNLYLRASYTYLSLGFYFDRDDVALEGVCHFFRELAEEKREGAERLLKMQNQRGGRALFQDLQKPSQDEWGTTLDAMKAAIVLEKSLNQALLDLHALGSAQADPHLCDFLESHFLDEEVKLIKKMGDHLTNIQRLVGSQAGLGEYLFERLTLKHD
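Probe: 1-aminoanthracene (50% saturated, PBS). Protein: horse-spleen apoferritin, 10 uM. Incubation: 10 min, room temperature. Detection: 380 nm excitation, 535 nm emission. Analysis: normalized response, four-parameter Hill.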
Tb PGK inh – qHTS Assay to Find Inhibitors of Phosphoglycerate Kinase | Potency, µM (highest dose often 57.5 µM), inactives show top-dose activity change, negative = inhibition, hits mostly inhibitors | AID 602233, 2012 | PGK/GAPDH coupled, Kinase-Glo luminescence, 60 min | 0.043% of 380,000 active | Phosphoglycerate kinase, glycosomal (Trypanosoma brucei brucei), P07378; also: potency is read from the fitted curve at half-maximal effect; % is scaled to controls: 0 for no effect and ±100 for the full control effect; nearly all actives have a fitted effect of over 60% in size
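Luminescent ATP detection (Kinase-Glo Plus) follows a 60-minute room-temperature incubation, with wells lacking PGK as controls. Buffer: 100 mM TEA (pH 7.6), 5 mM MgCl2, 0.01% Tween-20. Coupling enzyme GAPDH (100 nM final) supplies unstable 1,3-BPG in-well.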
Numbers without * were called inactive; i = inactive; u = inconclusive; x = no result given; & = joins results of further samples; [ ] = remark or other dose. Unless noted, calls follow the shape of the dose curve; as a rule, active = well fitted curve in the direction sought with a large enough effect; inconclusive = small, poorly fitted or top-dose-only effect, or another doubt; inactive = no such curve, though single readings can be large; an effect the other way counts as inactive or inconclusive.

Each structure is followed by: RXFP1 antag	BLM inh	POLK inh	Pol eta inh	POLB inh	POLI inh	APE1 inh	Apoferritin bind	Tb PGK inh
Cc1cccc(CN2CCC(CNc3ncnc4onc(-c5ccc(Cl)cc5)c34)CC2)c1
→ x	-9%	-15%	-26%	1%	46%[activator]	x	-5%	-4%
COC(=O)c1nn(-c2ccc(OC)cc2)c(=O)cc1Oc1cccc(Cl)c1
→ -9	-1%	4%	-3%	27%	23%	-2%	u	-4%
CCN1C(C(=O)c2ccccc2)=C(OC(=O)COc2ccccc2)c2ccccc2S1(=O)=O
→ 13	2%	-33%	-18%	15%	6%	x	-6%	i
CCn1ncc(Br)c1C(=O)Nc1sc2c(c1C(N)=O)CCC2
→ -16	-2%	4%	-7%	10%	-6%	-2%	-7%	-5%
CCOC(=O)C1(CC2CCCCO2)CCN(C(=O)Nc2ccccc2SC)CC1 (stereo not drawn)
→ -6	-3%	-2%	-13%	88%	0%	-4%	-14%	4%
COCCN(CCOC)S(=O)(=O)c1ccc(C(=O)Nc2nc(C)c(C(C)=O)s2)cc1
→ 2	1%	-5%	6%	2%	14%	-1%	-13%	i
O=C1c2cc(N3CCCC3)c([N+](=O)[O-])cc2C(=O)N1c1ccccc1
→ 3	1%	-19%	-13%	6%	9%	0%	1%	-2%
CC1(C)CC2CC(C)(CN2S(=O)(=O)c2ccc(C(=O)Nc3cccc(S(=O)(=O)N4CCOCC4)c3)cc2)C1 (stereo not drawn)
→ x	-8%	-15%	-12%	19%	-9%	-1%	-13%	-2%
Cc1cc(C([O-])=C(C(=S)Nc2ccc(F)cc2)[n+]2ccccc2)c(C)n1-c1ccc(F)cc1
→ -10	x	-9%	-16%	x	43%[activator]	x	x	-5%
COc1ccc(C2C(C#N)=C(N)OC(C(C)(C)C)=C2C#N)cc1OC (stereo not drawn)
→ -18	-5%	-6%	-11%	0%	2%	-5%	-16%	-11%
CC(=O)Nc1ccc(C(=S)NCCCO)cc1
→ -4	0%	7%	-21%	17%	31%[activator]	-2%	-9%	-7%
COc1ccc(NC(=S)SC)cc1OC
→ -5	-2%	7%	-5%	18%	-4%	-1%	-3%	-8%
COCCN(Cc1ccccc1)C(=O)c1cccc(S(=O)(=O)N2CCCc3ccccc32)c1
→ 0	x	1%	-5%	x	12%	-24%	x	5%
COc1ccc(NC(=O)c2c(NCc3cccs3)sc3c2CCCCC3)c(OC)c1
→ -28	-4%	1%[60.1 µM]	-27%	u	u	x	-20%	-13%
COC(=O)c1ccccc1NC(=S)N1CCN(c2ccccc2)CC1
→ 4	-7%	-8%[60.1 µM]	-11%	31%	15%	30%	-16%	-18%
CN(Cc1ccc(Cl)s1)C(=O)CNC(=O)CNC(=O)c1ccc(Cl)cc1Cl
→ 1	x	15%	-8%	x	14%	-5%	x	-3%
Cc1ccc(Cl)cc1NC(=O)CN1C(=O)c2cccc3cccc1c23
→ x	-5%	-11%	0%	34%	-13%	x	30%	2%
CN(Cc1ccon1)C(=O)CC1C(=O)NCCN1Cc1ccc(Cl)c(F)c1 (stereo not drawn)
→ -9	-3%	-11%	-25%	3%	20%	12%	-10%	-3%
O=C(CN1CCN(S(=O)(=O)c2ccc(Br)cc2)CC1)Nc1ccc(F)cc1F
→ 2	-7%	-6%	-11%	-13%	8%	-1%	-11%	-13%
O=S(=O)(NCc1ccccc1)c1ccc(-c2cnc(C3CC3)o2)cc1
→ 5	-5%&-4%	-3%	-12%&-10%	-21%&-24%	-12%&3%	-20%	-10%&2%	-10%&-4%

Next part.
Each structure is followed by: RXFP1 antag	BLM inh	POLK inh	Pol eta inh	POLB inh	POLI inh	APE1 inh	Apoferritin bind	Tb PGK inh
COc1ccc(/C=C/C(=O)Oc2cccc(/C=N/NC(=O)COc3c(C)cccc3C)c2)cc1
→ -6	-4%	-7%	1%	23%	18%	9%	-6%	-2%
Cc1cccc(OCCn2c(=O)n(C)c3ccccc32)c1
→ x	-5%	8%	-15%	21%	30%	-8%	-18%	-1%
COc1ccc(N2CCN(C(=O)c3cccnc3SCc3cccc(Br)c3)CC2)cc1
→ -20	-12%	-8%	-6%	14%	139%[activator]	-8%	80%[activator]	5%
Cc1ccc(NC(=O)CSc2nc(N)c3cc4c(nc3n2)CCCC4)cc1
→ x	1%	3%	-5%	5%	3%	-5%	-20%	5%
COc1ccccc1CNC(=O)c1ccc(-n2c(C)cc3c2CCCC3)cc1
→ -8	-4%	-18%	-8%	-12%	4%	x	-14%	3%
COc1ccc(OCCOc2ccc(/C=C3\C(=N)N4N=C(C)SC4=NC3=O)cc2)cc1
→ -6	x	11%	-11%	x	44%[activator]	9.5µM*	x	-10%
O=C(CCn1cncn1)N1CCCC(N2CCN(c3ccc(F)cc3)CC2)C1 (stereo not drawn)
→ 1	0%	-3%	-21%	36%	27%	-4%	-1%	2%
CCOC(=O)c1c(-c2ccccc2)oc2ccc(OCC(=O)O)cc12
→ -1	1%	-15%	-7%	10%	u	14%	8%	-5%
Cc1ccc(CN(C)C(=O)c2ccc(S(=O)(=O)N3CCCCCC3)cc2)o1
→ -12	x	3%	-9%	x	3%	31%	x	-1%
Cc1c(NC(=O)C2CCN(S(=O)(=O)c3cccs3)CC2)c(=O)n(-c2ccccc2)n1C
→ 5	-2%	9%	0%	u	-15%	2%	-5%	-13%
BrC(=C\c1ccccc1)/C=N/Nc1nc(N2CCOCC2)nc(N2CCOCC2)n1
→ -20	-1%	-15%	-4%	7%	35%[activator]	0%	-6%	10%
Cn1nccc1CNC(=O)c1ccnn1C
→ 27	-3%	-1%	-16%	48%	19%	10%	8%	i
O=C(COC(=O)c1cccnc1SCC(=O)NCc1ccccc1)NCc1ccccc1
→ 4	-5%	6%	-9%	18%	u	-4%	-22%	-6%
COc1ccc(-c2nc(C)c(C(C)=O)n2O)cc1OC
→ -29	1%	2%	-10%	-22%	-5%	-2%	-11%	-11%
Cc1ccc(C(=O)Nc2cccc3ccccc23)cc1
→ -1	-4%	0%	0%	0%	u	15%	-2%	x
Cc1onc(-c2c(Cl)cccc2Cl)c1C(O)c1ccccc1 (stereo not drawn)
→ -13	-3%	-13%	-25%	11%	133%[activator]	4%	-13%	-5%
COc1ccccc1/C=C/C(=O)Nc1nc2n(n1)C(c1ccc(F)cc1)C=C(c1ccccc1)N2 (stereo not drawn)
→ 0	-4%	-19%	-8%	-1%	14%	x	-14%	-6%
Cc1cc(C)c(NC(=O)COC(=O)/C=C/c2cccc(C(F)(F)F)c2)c(C)c1
→ 5	1%	0%	-13%	27%	17%	23%	7%	-5%
Cc1nn(-c2ccccc2)c(C)c1C(=O)OCC(=O)N(C)c1c(N)n(Cc2ccccc2)c(=O)[nH]c1=O
→ -9	x	-26%	-5%	x	14%	-6%	x	1%
O=C(NNC(=O)c1cc(-c2ccccc2)nc2ccccc12)Nc1cccc(Cl)c1
→ -24	-11%	-12%	-20%	18%	0%	-4%	-23%	6%

(listing goes on)
Each structure is followed by: RXFP1 antag	BLM inh	POLK inh	Pol eta inh	POLB inh	POLI inh	APE1 inh	Apoferritin bind	Tb PGK inh
CN(CCNC(=O)c1cc2c(=O)n(C)c3ccccc3c2n1C)Cc1ccccc1
→ -27	111%[activator]	-22%	-24%	-24%	4%	3%	-19%	i
O=C(c1cccc([N+](=O)[O-])c1)c1ccc2c(c1)C(=O)N(c1c[nH]c(=O)[nH]c1=O)C2=O
→ x	-5%	x	x	1%	x	0%	-4%	x
CC1CCN(S(=O)(=O)c2cc(C(=O)NCCc3ccccc3)n(C)c2)CC1
→ x	1%	-2%[60.1 µM]	-12%	0%	13%	x	45%[activator]	-8%
CCCCNc1nc2c(-c3ccccc3)nnn2c2ccccc12
→ 7	0%	7%	-13%	u	15%	18%	6%	-8%
Brc1ccc(Cn2c(-c3ccc(Br)o3)nc3ccccc32)o1
→ -33	-10%	2%	-21%	3%	21%	-10%	-8%	-2%
O=C(COc1cccc2ccccc12)N/N=C/C=C/c1ccccc1
→ -5	6%	-11%	-21%	14%	31%	5%	-18%	0%
CCCn1c(SCC(=O)Nc2nnc(CC)s2)nnc1-c1ccco1
→ -2	-7%	-9%	9%	21%	6%	-5%	6%	-2%
COc1ccc(CCN(Cc2cccs2)S(=O)(=O)c2ccc(C(=O)O)cc2)cc1OC
→ -5	4%	3%	-7%	11%	19%	9%	-4%	-2%
Cc1ccc(OCCn2c(=O)sc3ccccc32)cc1
→ -2	0%	-9%	-9%	12%	9%	-11%	-7%	-14%
COc1ccc(Cn2nnnc2CN2CCC(c3nc4ccccc4s3)CC2)cc1
→ 13	-4%	-21%	-10%	7%	-9%[58.9 µM]	-4%	52%[activator]	-9%
CCn1cc(C(=O)NCc2ccco2)c(=O)c2ccc(C)nc21
→ -4	-4%	6%	-19%	58%	22%	15%	2%	0%
O=C(O)c1cc(-c2cccc([N+](=O)[O-])c2)n[nH]1
→ -18	1%	-5%	8%	9%	60%[activator]	4%	-4%	-11%
CCCCc1nnc(NC(=O)c2cccc(S(=O)(=O)N3CCN(C)CC3)c2)s1
→ -18	0%	1%	-11%	4%	1%	35%	-10%	i
Cc1ccc(NC(=O)C(=O)NCC(c2cccnc2)N2CCN(Cc3ccccc3)CC2)cc1Cl (stereo not drawn)
→ -13	-1%	-4%	8%	-2%	2%	x	9%	i
COc1ccccc1C(=O)Nc1cc2c(cc1C(=O)O)OCCCO2
→ -25	-1%	5%	-21%	-8%	21%	23%[12.4 µM]	-1%	-2%
COC(=O)CCC/C=C1\SC[C@@H](NC(=O)c2ccccc2)C1NC(C)=O (stereo partly drawn)
→ -6	1%	-16%	3%	40%	-11%	17%	-2%	5%

Screens from PubChem.

A portion of the library, so the mix of outcomes need not match the whole.
